TbPYK inhibitor: inhibitors of Trypanosoma brucei pyruvate kinase | TbPYK enzyme, Kinase-Glo Plus ATP luminescence, 45 min | AID 624173 | Q57TT1 | Potency, µM (series often up to 76.8 µM), without a hit: top-dose activity, negative = inhibition, actives largely listed as inhibitors | 410,000 compounds, 0.12% hits; note: potency is the fitted concentration of half-maximal effect; % is set by controls: 0 for no effect and ±100 for the full control effect; nearly all actives have a fitted effect of over 50% in size
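ADP (130 uM final) triggers the TbPYK reaction after compound addition; incubation is 45 min at room temperature. Kinase-Glo Plus is then added and luminescence imaged. Normalized data are fitted to concentration-effect curves.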
AMA1 RON2 block: inhibitors of Plasmodium falciparum AMA1-RON2 interaction; AlphaScreen AMA1-biotinylated RON2 peptide binding; Potency, µM (highest dose often 58.2 µM), inactives show at the top dose activity change, negative = inhibition, usual class: inhibitors; 360,000 compounds, 0.2% hits; AID 720542;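 note: potency is the fitted concentration of half-maximal effect; 0% = vehicle wells and -100% = peptide control; nearly all actives have a fitted effect of over 45% in size; some results filed as inactive show a strong effect at the top dose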
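AMA1 (3D7) with his tag at 25 nM final met compounds first, then biotinylated RON2 peptide at 25 nM; detection used donor plus acceptor beads, 10 µg/mL apiece, read by AlphaScreen after 30 min at room temperature.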
LmPK inh: inhibitors of Leishmania mexicana pyruvate kinase; Q27686; purified LmPK, Kinase-Glo ATP luminescence, 1 h; Potency, µM (doses to about 57.5 µM), without a hit: at the top dose activity change, negative = inhibition, actives largely listed as inhibitors; 290,000 compounds, 0.37% hits; note: potency is the fitted concentration of half-maximal effect; % is set by controls: 0 for no effect and ±100 for the full control effect
Target sequence (Q27686 whole entry, looked up): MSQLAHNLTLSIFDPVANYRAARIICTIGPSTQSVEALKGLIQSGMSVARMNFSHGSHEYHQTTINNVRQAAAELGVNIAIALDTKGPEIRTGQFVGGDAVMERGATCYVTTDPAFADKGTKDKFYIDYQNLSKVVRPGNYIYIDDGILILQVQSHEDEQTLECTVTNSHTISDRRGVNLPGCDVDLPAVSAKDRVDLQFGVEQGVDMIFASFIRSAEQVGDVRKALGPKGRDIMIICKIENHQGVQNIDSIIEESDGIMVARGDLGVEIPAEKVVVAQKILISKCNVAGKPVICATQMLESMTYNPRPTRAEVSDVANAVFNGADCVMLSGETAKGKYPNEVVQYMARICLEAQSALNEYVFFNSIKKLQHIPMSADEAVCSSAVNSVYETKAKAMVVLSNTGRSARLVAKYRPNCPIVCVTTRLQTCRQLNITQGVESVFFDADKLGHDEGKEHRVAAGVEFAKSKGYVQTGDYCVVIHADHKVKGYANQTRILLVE
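Screened at intermediate enzyme activity to detect both inhibitors and activators: LmPK at 0.1 nM, with a 0.5 nM enzyme column as activation reference. PEP 0.5 mM, ADP 0.1 mM; ATP detected by luminescence after 1 h.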
Cycloheximide cs: counter-screen hit for Shiga toxin inhibitors, cycloheximide; 300,000 compounds, 12% hits; cell reporter, cycloheximide protein synthesis inhibition counterscreen; max response, %; in the data active = max response mostly above about 13%, no sharp cut-off; inactive = mostly below about 14%; note: read at 38.3 µM for the half of the compounds with a filed dose; 0% is about no effect
Pf growth 96h: P. falciparum growth inhibition at 96 hour, primary screen for plastid delayed-death inhibitors | 320,000 compounds, 6.9% hits | Potency, µM (titrated, usually from 28.7 µM), inactives show at the top dose activity change, negative = inhibition, actives largely listed as inhibitors | P. falciparum luciferase reporter growth, 96 h | AID 504834; note: potency is the fitted concentration of half-maximal effect; % is set by controls: 0 for no effect and ±100 for the full control effect
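Two parasite generations (96 h, 37 C, 5% CO2) of compound exposure in infected erythrocytes (0.05% parasitemia, 2% hematocrit). Luciferase-reporter P. falciparum; decreased luminescence indicates inhibited growth, aimed at apicoplast-acting delayed death.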
Pf growth 48h: inhibits P. falciparum growth in the first generation, 48 h. 310,000 compounds, 5.9% hits. P. falciparum luciferase growth in erythrocytes, 48 h. AID 504832. Potency, µM (series often up to 28.7 µM), for inactives: at the top dose activity change, negative = inhibition, hits mostly inhibitors; note: potency is the fitted concentration of half-maximal effect; % is set by controls: 0 for no effect and ±100 for the full control effect
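First compound was added to culture medium, then infected red cells at 0.1% parasitemia and 2% hematocrit (final). After incubation at 37 C under 5% CO2, luciferase detection reagent was dispensed and light output recorded.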
Shiga toxin inh: inhibitors of Shiga toxin in Vero cells | Vero cells, Shiga toxin protein synthesis inhibition reporter | inhibition, % at 38.7 µM | 290,000 compounds, 9.2% hits | AID 2315; in the data active = inhibition mostly above about 28%, no sharp cut-off; inactive = mostly below about 43%; note: 0% is about no effect
* = called active by the depositor; ? = inconclusive; . = not tested or not shown; & = joins results of further samples; [ ] = another dose, or the depositor's remark. Unless noted, calls come from the whole dose curve; as a rule, active = well fitted curve in the direction sought with a large enough effect; inconclusive = small, poorly fitted or top-dose-only effect, or another doubt; inactive = no such curve, though single readings can be large; an effect the other way counts as inactive or inconclusive. Rows are unselected; 21% or so of the library scored in one or more.

no.	Structure	Cycloheximide cs	Pf growth 48h	Shiga toxin inh	AMA1 RON2 block	LmPK inh	TbPYK inhibitor	Pf growth 96h
1	CCOc1ccc(C(=O)C[n+]2ccc(C(=O)NCCO)cc2)cc1	7	14%	0	15%	2%	6%	-25%
2	Cc1ccccc1OCCC(=O)OCC(=O)Nc1ccc(C(N)=O)cc1	-2	44%[activator]	-9	0%	1%	-4%	43%[activator]
3	O=C1Nc2ccccc2C1C(C[N+](=O)[O-])c1ccccn1 (configuration not stated)	-3	.	-3	41%[activator]	-1%	-13%	-14%
4	CCS(=O)(=O)Nc1ccc(C(=O)CC2(O)C(=O)Nc3ccc(Br)cc32)cc1 (configuration not stated)	-2	-11%	-7	29%	2%	-3%	42%[activator]
5	CCOC(=O)N1CCN(Cc2nc3ccc([N+](=O)[O-])cc3c(=O)n2-c2ccccc2F)CC1	-2	?	-5	-1%	8%	-6%	39%[activator]
6	CCOC(=O)c1cccnc1SCC(=O)N(C)c1ccccc1	-2	8%	-13	-4%	0%	2%	.
7	Cc1nnc(SCc2cccc([N+](=O)[O-])c2)s1	18*	30%[activator]	50	13%	1%	-4%	?
8	CCOc1ccc(C(O)C(CN2CCOCC2)c2ccccc2)cc1 (configuration not stated)	23	?	-13	3%	3%	-12%	10µM*
9	Cc1ccc(-n2c(Cc3cccn3C)nnc2SCC(N)=O)cc1	-1	-1%	-9	2%	1%	2%	17%
10	Cc1nnc(SCc2cc(=O)n3[nH]cnc3n2)s1	-3	-12%	3	?	3%	1%	.

Three compounds drawn at random from those above:
no.	Structure	Cycloheximide cs	Pf growth 48h	Shiga toxin inh	AMA1 RON2 block	LmPK inh	TbPYK inhibitor	Pf growth 96h
6	CCOC(=O)c1cccnc1SCC(=O)N(C)c1ccccc1	-2	8%	-13	-4%	0%	2%	.
10	Cc1nnc(SCc2cc(=O)n3[nH]cnc3n2)s1	-3	-12%	3	?	3%	1%	.
3	O=C1Nc2ccccc2C1C(C[N+](=O)[O-])c1ccccn1 (configuration not stated)	-3	.	-3	41%[activator]	-1%	-13%	-14%

Remaining list, next part
no.	Structure	Cycloheximide cs	Pf growth 48h	Shiga toxin inh	AMA1 RON2 block	LmPK inh	TbPYK inhibitor	Pf growth 96h
11	COc1ccc(CC(=O)Nc2ccc(N3CCN(c4ccc(OC)cc4)CC3)c(C#N)c2)cc1	6	?	22	-1%	-12%	-3%	?
12	COc1ccccc1N(CCN1C(=O)c2cccc3cccc(c23)C1=O)C(=O)c1ccncc1	-2	5%	13	.	2%	.	8%
13	C/C(CC(=O)NCc1ccc(F)cc1)=N\NC(N)=S	-1	?	-8	68%[activator]	-1%	-7%	19%
14	COc1ccc(CCn2c(C)cc(C(=O)CSc3nnnn3C)c2C)cc1	-1	-8%	7	1%	1%	3%	8%
15	O=C1c2ccccc2-c2nc3ccccc3n21	-3	35%[activator]	2	-9%&16%	-22%	-3%&-3%	31%[activator]
16	NC(=S)NNC(=O)C12CC3CC(CC(C3)C1)C2	-1	13%	10	66%[activator]	7%	-8%	7%
17	Cc1ccc(C(=O)NN(CCC#N)C2=NS(=O)(=O)c3ccccc32)cc1	1	10%	-13	-8%	3%	7%	36%[activator]
18	Cc1ccc(OCCC(=O)OCC(=O)Nc2ccc3c(c2)OCCO3)cc1	.	-22%	.	2%	.	3%	18%
19	CCN(CCNCC(O)COc1ccccc1C(C)C)c1cccc(C)c1 (configuration not stated)	-4	3.3µM*	-7	?	-6%	19%	5.2µM*
20	CSc1nnc(NC(=O)c2nc(S(=O)(=O)Cc3ccccc3F)ncc2Cl)s1	51*	14%	36*	58%[activator]	7%	-6%	?
21	CC1CCc2sc(C(=O)OCC(=O)NCc3ccccc3)cc2C1 (configuration not stated)	0	-12%	-9	-7%	5%	2%	4%
22	COC(=O)C1=C(C)N(C)C(=O)NC1c1cc2c(cc1[N+](=O)[O-])OCO2 (configuration not stated)	-5	-3%	-8	?	11%	-6%	?
23	CN(CC(=O)Nc1nccs1)S(=O)(=O)c1ccc(F)cc1	-2	-4%	-9	15%	5%	-7%	1%
24	O=C(NC(Cc1c[nH]c2ccccc12)c1nnc2n1CCCCC2)c1ccccc1Cl (configuration not stated)	7	-39%	8	-2%	-1%	8%	?
25	Cc1cc(OCC(=O)Nc2c(C)n(C)n(-c3ccccc3)c2=O)c2c3c(c(=O)oc2c1)CCC3	-2	6%	-6	.	9%	.	?
26	CCCC(=O)OCC(=O)Nc1ccc2[nH]c(=O)[nH]c2c1	5	16%	-3	-13%	8%	1%	10%
27	O=C1NC(=Nc2ccccc2)S/C1=C\c1ccccc1	19*	-21%	.	-8%	-7%	2%	0%
28	COc1ccc(C(=O)NNc2ccccc2)cc1OC	-1	2%	17	-10%	-2%	?	?
29	Cc1ccc(C(CNC(=O)Nc2cccc(C)c2)N2CCN(C)CC2)cc1 (configuration not stated)	-5	?	1	-7%	0%	2%	?
30	COc1ccc(C(CNC(=O)c2c(C)nn(Cc3ccc(C)cc3)c2Cl)N2CCOCC2)cc1 (configuration not stated)	.	10µM*	.	-10%	.	8%	?
31	Cc1nsc2c1ccc1ccccc12	3	37%[activator]	23	6%	3%	-1%	-12%
32	CC(C)CC(=O)Nc1ccc(N2CCN(C(=O)c3cccs3)CC2)cc1	5	?	-20	-17%	-12%	0%	?
33	O=c1c2ccccc2c2ccccc2c(=O)n1-c1ccccc1	2	56%[activator]	-16	-4%	6%	-4%	?
34	Cc1ccc(OCc2nc(C#N)c(N3CCCC3)o2)cc1	-2	-4%	-5	-15%	-14%	?	-4%
35	CCNc1ccc(S(=O)(=O)N(C)C)cc1NCC(=O)Nc1ccc(F)c(Cl)c1	-3	?	-5	2%	0%	-4%	?
36	Cc1ccc(NC(=O)c2cc(N3C(=O)C4CC=CCC4C3=O)ccc2N2CCCCC2)cc1 (configuration not stated)	-3	5%	-3	-3%	5%	2%	15µM*
37	CC(C)n1cc(CN2CCC(n3nccc3NC(=O)C3CCCC3)CC2)cn1	1	45%[activator]	-4	16%	-9%	5%	64%[activator]
38	O=C(O)C1=C(OCc2ccccc2)C(=O)NCC1	-2	15%	-7	19%	0%	3%	28%
39	COc1ccc(N=C2S/C(=C\c3cc(C)n(C)c3C)C(=O)N2C)cc1	-1	?	-13	-18%	-3%	-14%	9.3µM*
40	NC(=O)Cn1nc2sc3ccccc3n2c(=O)c1=O	-4	14%	-4	.	-5%	.	20%
41	COc1ccc(C(=O)NCCCN2CCN(CCCNC(=O)c3ccc(OC)c(OC)c3)CC2)cc1OC	.	15%	.	-2%	.	0%	-12%
42	COc1cccc(NC(=O)Cn2c(-c3cncs3)nc3ccccc32)c1	-1	?	-1	-12%	-2%	0%	?
43	C[C@@H]1C[C@H]2[C@@H]3C[C@H](F)C4=CC(=O)C=C[C@@]4(C)[C@]3(F)[C@H](O)C[C@]2(C)[C@@]1(O)C(=O)CO	.	-5%[12.8 µM]	.	.	.	8%[33.2 µM]	?
44	COc1ccc(-c2cn3c(C)c(C(=O)N4CCN(c5ccccc5F)CC4)sc3n2)cc1	-4	?	13	0%	1%	-8%	?
45	N#CCC(=O)N/N=C/c1cn(Cc2ccc(Cl)cc2Cl)c2ccccc12	-1	-18%	-1	1%	3%	-2%	-9%
46	Cc1cc(C)cc(NS(=O)(=O)c2ccc3[nH]cc(C(=O)NCc4ccco4)c(=O)c3c2)c1	-1	?	-8	8%	2%	0%&-4%	122%[activator]
47	C=CCSc1nnc2nc3c(nn12)c1cc(C)ccc1n3CC=C	-2	5%	24	-25%	-1%	2%	-11%
48	CC1c2cc3c(cc2CCN1C(=O)c1ccc(Cl)cc1)OCCCO3 (configuration not stated)	3	?	2	-8%	0%	1%	?
49	Cc1ccccc1OCC(=O)OCC(=O)Nc1ccc(Cl)cn1	.	41%[activator]	.	-7%	.	0%	40%[activator]
50	N/C(=N\N=C\c1ccc(O)c(O)c1)c1nonc1N	43*	133%[activator]	67*	35%[activator]	?	2%	122%[activator]
51	O=C(NCc1cccs1)c1cc2c(s1)-c1ccccc1OC2	20*	1%	32	79%[activator]	3%	2%	-24%
52	CC(C(=O)N(C)Cc1cccc(F)c1)N1CCN(S(=O)(=O)c2ccc3c(c2)OCCCO3)CC1 (configuration not stated)	.	?	.	-11%	.	-4%	?
53	CS(=O)(=O)c1ccc(C(=O)Nc2ccccc2Cl)cc1	14	78%[activator]	13	-5%	6%	4%	-26%
54	C/C(=N\OCC(=O)Nc1ccccc1Br)c1cccs1	28*	-2%	55*	22%	3%	1%	-1%
55	O=C(NNC(=O)c1ccco1)c1cccc([N+](=O)[O-])c1	-4	37%[activator]	-19	3%	-2%	0%	-10%
56	Cc1ccc(Nc2nc(CSc3nnnn3C)cs2)cc1	39*	173%[activator]	42*	12%	2%	-6%	224%
57	Cc1ccc(OCC(=O)Nc2ccc(S(=O)(=O)N3CCOCC3)cc2)c(C)c1	-3	?	15	-7%	5%	-1%	20%
58	COc1ccc(NC(=O)CCc2nc(-c3ccccc3F)no2)cc1	-1	8%	2	-1%	5%	2%	-14%
59	CCN(CC)C(=O)CSc1ncnc2c1nnn2-c1ccc(F)cc1	-1	2%	5	19%	1%	3%	11%
60	COc1ccc(N(CC(=O)Nc2cccnc2)S(=O)(=O)c2ccccc2)cc1OC	-5	-4%	13	4%	-4%	3%	22%

More results
no.	Structure	Cycloheximide cs	Pf growth 48h	Shiga toxin inh	AMA1 RON2 block	LmPK inh	TbPYK inhibitor	Pf growth 96h
61	O=C(Nc1ccncc1)c1ccc([N+](=O)[O-])cc1Cl	-4	?	-2	21%	6%	1%	38%[activator]
62	O=C(CNCc1ccco1)Nc1cc(S(=O)(=O)N2CCOCC2)ccc1N1CCCC1	-2	5%	17	41%[activator]	1%	-8%	21%
63	O=C(CSc1ncnc2[nH]ncc12)Nc1cccc(Oc2ccccc2)c1	6	-12%	-12	34%[activator]	-2%	-8%	?
64	O=C(CN1CCc2ccccc2C1)Nc1cccc(S(=O)(=O)N2CCOCC2)c1	.	?	.	-3%[11.6 µM]	.	4%	?
65	O=C(Cn1cnc2ccccc21)N/N=C/c1cccs1	7	-4%	-6	14%	1%	-3%	-4%
66	CCn1cc(CN2CCCC(C(=O)Nc3cccc(-n4cccn4)c3)C2)c(C)n1 (configuration not stated)	16	-29%	-6	4%	0%	2%	10µM*
67	CC(C)(C)n1nc(C2CC2)cc1NC(=O)Nc1ccc(Cl)cc1	5	?	-6	0%	7%	-1%	46%[activator]
68	CC(=O)OCC1=C(C(=O)O)N2C(=O)[C@@H](NC(=O)CSc3ccncc3)[C@H]2SC1	.	?	.	43%[activator]	.	-7%	45%[activator]
69	Cc1cc(S(=O)(=O)NCC(C)C)ccc1OCC(=O)N1CCOCC1	-1	9%	-6	4%	-4%	-7%	.
70	Clc1nc(Nc2ccccc2)nc(Nc2ccccc2)n1	25*	0%	22	-2%	-1%	-1%	36%[activator]
71	Cc1csc(SCCn2c(N3CCCC3)nc3c2c(=O)[nH]c(=O)n3C)n1	0	26%	-16	7%	2%	-1%	0%
